From PubChem
Rpn11 inh = inhibitors of human proteasome Rpn11 | human 26S proteasome, Ub4-pepOG fluorescence polarization; 20S core pre-blocked with epoxomicin | O00487 | hit rate 0.59% among 360,000 | AID 588493 | calls only at 20 µM;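 active = inhibition at 20 µM, scaled to each plate's controls, above about 33%, limit read from the data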
Target sequence (O00487 whole entry, looked up): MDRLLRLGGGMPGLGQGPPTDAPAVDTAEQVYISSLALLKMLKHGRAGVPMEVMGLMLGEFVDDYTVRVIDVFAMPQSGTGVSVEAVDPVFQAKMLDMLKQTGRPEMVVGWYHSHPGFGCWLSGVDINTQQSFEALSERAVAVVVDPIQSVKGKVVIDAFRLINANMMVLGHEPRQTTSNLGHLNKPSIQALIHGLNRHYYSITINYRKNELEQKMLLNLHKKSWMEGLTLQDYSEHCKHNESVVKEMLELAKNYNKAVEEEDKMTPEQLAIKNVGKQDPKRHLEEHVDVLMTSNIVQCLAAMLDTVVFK
Tb MetRS inh = Trypanosoma brucei MetRS inhibition; purified T. brucei MetRS, ATP depletion, Kinase-Glo luminescence; inhibition, % at 11.9 µM; hit rate 0.4% among 360,000; AID 624268;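 active = inhibition above a per-plate cutoff of the control wells' mean inhibition plus 3 SD, cut at about 5.5% in these data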;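 note: 0% = DMSO wells median and 100% = median of wells with control inhibitor compound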
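Assay system: T. brucei methionyl-tRNA synthetase, purified | Medium: HEPES buffer with MgCl2, KCl, DTT, spermine, BSA, pyrophosphatase | Compound: 11.9 µM single point | Incubation: 15 min enzyme-compound preincubation, 2 h reaction, 10 min detection, 25 °C | Measured by: Kinase-Glo luciferase luminescence reporting remaining unconsumed ATP | Measure: % inhibition normalized to control-well medians | Replication: Singlicate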
STEP block = blocks human striatal-enriched tyrosine phosphatase. recombinant STEP, OMFP fluorogenic substrate, fluorescence. P54829. inhibition, % at 20 µM. hit rate 0.25% among 360,000;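 active = inhibition at 20 µM, scaled per plate between control wells, above about 37%, limit read from the data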;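 note: 0% = DMSO with enzyme and substrate and 100% = substrate only without enzyme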
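System: STEP phosphatase, cell-free reaction; Buffer or medium: Bis-Tris pH 6.0 buffer with DTT, detergent; Incubation: 20 min at room temperature, dark; Measured by: fluorescence, 480/540 nm.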
NadD inh = blocks S. aureus nicotinate mononucleotide adenylyltransferase; purified NadD enzyme, colorimetric absorbance read-out; AID 602399; inhibition, % at 20 µM; hit rate 0.78% among 360,000; in the data active = inhibition above about 26%; note: some compounds past the cut are filed as inactive
DNMT1 block = blocks human DNA methyltransferase DNMT1; P26358; DNMT1 molecular beacon, Hinp1I cleavage, fluorescence; inhibition (reported as % activation of signal), % at 10 µM; hit rate 0.83% among 360,000; in the data active = inhibition above about 50%
CSN inh = CSN deneddylation inhibition | Q92905 | Purified CSN, SCF-Nedd8-OG deneddylation, fluorescence polarization | inhibition, % at 12.5 µM | hit rate 0.38% among 360,000 | AID 651999;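 active = pattern-corrected inhibition above about 35%, with an unprinted fluorescence ratio check between 0.5 and 1.5, limit read from the data, passing the limit was not always enough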;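 note: 0% = enzyme with substrate and 100% = substrate without enzyme; some results filed as inactive read as strong as hits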
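Material: purified human Csn5 enzyme expressed in HEK293T cells / Medium: Tris buffer pH 7.5, NaCl, DTT, Tween-20, trehalose, ovalbumin / Compound dosing: 12.5 µM single point / Schedule: 90 min incubation of compound, enzyme and substrate at room temperature / Signal: fluorescence polarization of the substrate / Control set: no-enzyme wells high, enzyme-with-substrate wells low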
Scp-1 inhibitor = inhibitors of human Scp-1 phosphatase. inhibition, % at 20 µM. Q9GZU7. Recombinant Scp1, phosphopeptide, malachite green phosphate absorbance. hit rate 0.88% among 340,000. AID 493091;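 active = inhibition above about 50% at 20 µM, limit read from the data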;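 note: plate controls were DMSO wells with enzyme for no effect and wells lacking enzyme for full effect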
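Incubation: 45 min enzyme reaction at room temperature / System: truncated SCP-1 phosphatase (76-261aa) / Reagent: Phospho 17-mer peptide substrate / Buffer or medium: Acidic Tris acetate buffer with magnesium and detergent / Signal: absorbance at 630 nm / Doses: one concentration, 20 µM, with 1.0% DMSO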
MLLE-PAM2 inh = blocks PAM2 peptide binding to the PABP1 MLLE domain; hit rate 0.36% among 360,000; AID 588489; GST-MLLE / FITC-PAM2 fluorescence polarization; inhibition, % at 20 µM; in the data active = inhibition above about 35%, passing the limit was not always enough;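 note: plate controls were DMSO wells with GST-MLLE for no effect and wells lacking GST-MLLE protein for full effect; some results filed as inactive read as strong as hits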
Target sequence (P11940 whole entry, looked up, the tested form may be a part): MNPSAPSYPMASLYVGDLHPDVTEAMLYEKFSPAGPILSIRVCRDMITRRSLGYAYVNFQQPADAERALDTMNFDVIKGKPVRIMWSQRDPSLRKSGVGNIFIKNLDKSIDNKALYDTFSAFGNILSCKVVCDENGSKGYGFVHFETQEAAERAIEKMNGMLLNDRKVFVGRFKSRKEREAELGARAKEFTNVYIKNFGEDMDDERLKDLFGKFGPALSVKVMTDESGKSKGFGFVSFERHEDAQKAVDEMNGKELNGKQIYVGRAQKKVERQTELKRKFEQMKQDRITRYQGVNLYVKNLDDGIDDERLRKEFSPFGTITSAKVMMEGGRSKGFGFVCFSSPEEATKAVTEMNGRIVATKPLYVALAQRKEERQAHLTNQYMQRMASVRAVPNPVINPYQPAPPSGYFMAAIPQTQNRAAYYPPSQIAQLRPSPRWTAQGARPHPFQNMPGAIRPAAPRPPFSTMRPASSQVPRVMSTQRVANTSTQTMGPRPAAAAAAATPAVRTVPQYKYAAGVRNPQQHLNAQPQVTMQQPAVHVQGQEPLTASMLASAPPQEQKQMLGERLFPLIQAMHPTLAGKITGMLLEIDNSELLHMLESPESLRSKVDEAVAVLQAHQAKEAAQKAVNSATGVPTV
LMPTP block = blocks human LMPTP phosphatase; P24666; recombinant LMPTP-A, OMFP fluorogenic substrate, fluorescence intensity; inhibition, % at 20 µM; hit rate 0.22% among 360,000; AID 651560;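 active = compounds that cut the enzyme signal by at least half of the control window in the single-dose screen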;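 note: plate controls were DMSO wells with enzyme plus substrate for no effect and substrate without enzyme for full effect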
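material = LMPTP-A | quantity = 0.625 nM enzyme | reagent = OMFP substrate, 400 µM final | buffer or medium = Bis-Tris pH 6.0, DTT, detergent | detection = endpoint fluorescence intensity from OMFP dephosphorylation | dosing = single 20 µM dose | read-out basis = % inhibition relative to no-enzyme and uninhibited control wells | control set = no-enzyme and uninhibited controls | timing = 50 min at room temperature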
SUMO1 PPI mod = SUMO1-SIM interaction modulation; P63165; SUMO1 binding to a labelled peptide, TR-FRET, 1 h; inhibition, % at 20 µM; hit rate 0.33% among 360,000; AID 602429; in the data active = inhibition above about 37%
Target sequence (P63165 whole entry, looked up): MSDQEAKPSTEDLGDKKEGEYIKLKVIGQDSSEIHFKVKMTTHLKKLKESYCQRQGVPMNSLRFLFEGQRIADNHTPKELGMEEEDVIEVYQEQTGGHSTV
Active calls of the source: *; i = inactive; / = not tested or not shown; + = active, no number. Outcome played no part in choosing rows, and some 3.6% of all compounds hit somewhere here.

SMILES	Rpn11 inh	Tb MetRS inh	STEP block	NadD inh	DNMT1 block	CSN inh	Scp-1 inhibitor	MLLE-PAM2 inh	LMPTP block	SUMO1 PPI mod
C#CCNC(=O)C1=C[C@H](c2ccc(C#C)cc2)C[C@H](OCc2ccc(CO)cc2)O1	i	-0.3	-1	14	-12	4	5	0	1.1	-5
O=C(COc1ccccc1[N+](=O)[O-])c1ccccc1	i	-0.6	-2	-8	-1	-3	-9	10	-0.7	-9
Cc1cc(=O)n2nc(N3CCCC3C(=O)Nc3cccc(Cl)c3C)sc2n1 (stereo not given)	i	0.3	-1	4	0	4	-11	-59	-1.0	-2
COC(=O)c1c(N)c2ccccc2[nH]c1=O	i	-0.7	-4	4	2	-3	5	-1	-0.1	8
O=C1CC(NC2CCN(C(=O)c3cccc(F)c3)CC2)C(=O)N1 (stereo not given)	i	-0.3	-2	1	4	2	-2	-8	-1.2	5
Nc1c(N(CCCO)C(=O)C2CCCCC2)c(=O)[nH]c(=O)n1Cc1ccccc1	i	-0.4	-1	-1	2	2	-2	-2	-1.3	2
CC(C)c1cc(C(=O)Nc2cc(Br)ccc2O)no1	i	0.0	1	-1	1	-3	-8	-4	0.1	4
COc1ccc(CNc2nc(-c3cccnc3)nn2S(C)(=O)=O)cc1	i	-0.4	-1	8	1	-3	-6	9	-0.4	-1
CCOC(=O)c1ccccc1NC(=O)COC(=O)CC1CCCCC1	i	0.2	4	11	4	-5	-5	8	4.5	-3
CC(Oc1ccc(F)cc1)C(=O)N1CCN(c2ncccn2)CC1 (stereo not given)	i	-0.1	-1	-1	1	3	-2	1	0.2	5
Nc1ncnc2c1ncn2[C@@H]1O[C@H](CN=C2NS(=O)(=O)c3ccccc32)[C@@H](O)[C@H]1O	i	-0.2	-1	-5	2	-8	1	10	-0.5	2
CSCCC(c1nnnn1C1CCCCC1)N1CCN(C/C=C/c2ccccc2)CC1 (stereo not given)	i	0.1	-2	1	1	1	/	-3	0.6	0
C/C(=N\OCC(=O)OCC(=O)N(Cc1ccccc1)C(C)(C)C)c1ccc2c(c1)OCO2	i	-0.5	0	-10	6	-3	-15	-11	2.4	5
O=C(CN1C(=O)c2ccccc2C1=O)NC(Cc1ccccc1)C(=O)O (stereo not given)	i	-0.4	2	-4	-1	-2	-13	-19	-0.9	-12
CCOC(=O)c1c(NC(=O)C(C)OC(=O)c2ccc(NC(=O)CC#N)cc2)sc2c1CCCC2 (stereo not given)	+	-0.5	-1	21	-14	4	-6	-14	2.4	1

Three structures out of the list, arranged by heavy-atom count, lowest first.
SMILES	Rpn11 inh	Tb MetRS inh	STEP block	NadD inh	DNMT1 block	CSN inh	Scp-1 inhibitor	MLLE-PAM2 inh	LMPTP block	SUMO1 PPI mod
CC(Oc1ccc(F)cc1)C(=O)N1CCN(c2ncccn2)CC1 (stereo not given)	i	-0.1	-1	-1	1	3	-2	1	0.2	5
C#CCNC(=O)C1=C[C@H](c2ccc(C#C)cc2)C[C@H](OCc2ccc(CO)cc2)O1	i	-0.3	-1	14	-12	4	5	0	1.1	-5
C/C(=N\OCC(=O)OCC(=O)N(Cc1ccccc1)C(C)(C)C)c1ccc2c(c1)OCO2	i	-0.5	0	-10	6	-3	-15	-11	2.4	5

(more compounds)
SMILES	Rpn11 inh	Tb MetRS inh	STEP block	NadD inh	DNMT1 block	CSN inh	Scp-1 inhibitor	MLLE-PAM2 inh	LMPTP block	SUMO1 PPI mod
O=C(CN1CCC(NC(=O)c2cccc(F)c2)CC1)NCc1cccs1	i	-1.2	-2	1	7	-3	17	7	-0.3	1
CN(C)c1ccc(P(=O)(OCc2ccccc2)C(O)c2ccccc2F)cc1 (stereo not given)	i	0.3	0	-1	-2	0	-15	0	-1.5	-1
CCCCCN(C(=O)CCC(=O)OCc1ccc(C(C)(C)C)cc1)c1c(N)n(CCCC)c(=O)[nH]c1=O	i	-0.6	-8	6	19	-2	-2	-3	-7.5	1
CC(=O)NC(c1ccc(F)c(F)c1)c1nc(-c2ccc(F)c(Cl)c2)cs1 (stereo not given)	i	0.2	1	-8	29	4	/	6	19	1
CN(C)c1cc(Nc2ccc(O)cc2)c([N+](=O)[O-])c2nonc12	i	0.2	0	-1	25	6	-7	0	-0.5	-28
O=C1CC(NS(=O)(=O)c2ccc(F)cc2)CN1c1ccc2c(c1)OCCO2 (stereo not given)	i	0.0	1	-2	0	-1	-8	-9	-0.1	5
COC(=O)c1sccc1NC(=O)c1cc(C)on1	i	-1.9	-2	-5	6	4	0	-11	0.9	-2
C=CCS/C(N)=N\N=C\c1c(O)ccc2ccccc12	i	-0.5	-2	-3	-1	1	-7	-78	3.6	-11
COc1ccc(OCCOC(=O)c2cccs2)cc1	i	0.1	1	-3	-2	3	-13	-4	0.2	2
O=c1[nH]c2ccc(Cl)cc2c(-c2ccccc2)c1CN1CCOCC1	i	-0.4	0	14	-1	2	0	8	0.6	-20
Fc1ccc(CN2CCCCCCC2)c(F)c1	i	-0.6	11	4	11	-7	-7	7	0.1	1
O=S(=O)(NC1CC1)c1ccc(Br)cc1N1CCC[C@H]1CO	i	-0.2	2	1	6	-3	1	6	-1.7	2
Cc1cc(C)n(-c2ccc(OCC(=O)O)nn2)n1	i	0.3	1	-3	2	1	-5	-4	-1.7	-5
CC(=O)N1CCC(=O)Nc2ccc([N+](=O)[O-])cc21	i	-0.4	4	7	-4	9	-4	-3	-1.1	-7
O=C(C1CC1)N1CCc2cc(Br)c(S(=O)(=O)N3CCCCCC3)cc21	i	-0.2	-1	-4	-9	9	-10	-5	1.2	0
Cc1c(NC(=O)COC(=O)c2c3c(nc4ccccc24)CCCC3)c(=O)n(-c2ccccc2)n1C	i	-0.1	-5	1	0	-5	-8	-4	-1.7	-1
Cc1ccc(C(C)C)c(OC(=O)/C=C/c2ccccc2)c1	i	0.6	3	14	2	2	-4	1	2.9	0
C/C(=N\NC(=O)c1ccc(Br)o1)c1cc2c(cc1NC(=O)CCC(=O)O)OCO2	i	-0.1	-2	-5	2	-2	-4	4	-1.1	1
COc1ccc(C(OCC(O)CN2CCC(O)CC2)c2ccc(OC)cc2)cc1 (stereo not given)	i	-0.5	2	-9	2	-2	-5	-13	-1.0	-2
COc1ccc(C(=O)NC(C)C2CC3CCC2C3)c(OC)c1 (stereo not given)	i	0.4	3	-4	0	-4	-7	-3	1.1	2
CCOC(=O)c1ccc(S(=O)(=O)N2CCC(C(=O)NCc3ccccc3OC)CC2)cc1	i	-0.3	-1	-6	-2	2	-7	-13	-1.3	-2
O=C(c1ccccn1)N1CCN(S(=O)(=O)c2ccc(F)cc2)CC1	i	-0.4	-2	-6	2	6	-7	-9	-1.1	-6
CN1c2ccccc2C(C)(C)C12C=Nc1c(ccc3ccccc13)O2 (stereo not given)	i	-0.4	3	9	-4	2	4	-23	2.9	-3
CSCCC(NC(=O)C1CCC(C)CC1)C(=O)Nc1ccc(NC(C)=O)cc1 (stereo not given)	i	-0.2	7	19	0	-1	-2	19	-0.3	7
Cc1nc(C2CCCCC2)c(-c2ccccc2)c(N2CCOC2=O)c1C	i	-0.1	1	1	0	1	9	4	-1.1	0
CCn1c(SCC(=O)NC(C)(C)C)nnc1-c1ccccn1	i	-1.0	-3	-12	2	-4	-13	12	-1.3	-1
COc1cc(C2C(C#N)=C(N)Oc3c2ccc2ccccc32)ccc1OCC(=O)Nc1ccc(C)cc1 (stereo not given)	i	-0.1	1	40*	-10	-7	-8	-5	0.8	-9
O=c1c2ccccc2nc(-c2ccccc2)n1Cc1ccc(Cl)cc1	i	-2.2	-10	2	0	-2	6	-1	-0.6	3
CC(CN1CCN(C)CC1)OC(=O)c1cccc(Cl)c1 (stereo not given)	i	-0.5	-2	-9	1	0	1	10	-3.0	2
CCC(C)(NC(=O)c1ccccn1)C(=O)NC1CCCCC1 (stereo not given)	i	0.2	-2	-5	4	0	-10	1	-1.5	1
COc1ccc(-c2csc(C(C#N)=C(O)CSc3nccn3C)n2)cc1OC	i	-0.2	1	7	-2	14	5	-13	1.6	16
CN1C(=O)CC(N2CCN(C(=O)c3ccccc3)CC2)C1=O (stereo not given)	i	-0.6	-3	0	3	0	11	0	-2.1	-2
CN1CCN(C2CC(=O)N(c3ccc4c(c3)OCCO4)C2=O)CC1 (stereo not given)	i	0.5	-4	-2	2	-3	-5	-1	-4.9	0
OCC1(CCOc2ccccc2)CCN(Cc2ccc3cccc(F)c3n2)CC1	i	-1.0	-2	-10	-7	-5	5	-11	1.1	-2
COc1ccc(C)cc1NC(=O)CSc1nc2ccccc2nc1N1CCCC1	i	-0.9	3	1	-3	2	-9	16	2.3	-1
O=C(N/N=C/c1ccccn1)NC12CC3CC(CC(C3)C1)C2	i	-0.4	-1	3	1	-1	2	5	0.0	-2

Sorted by SMILES length (descending): 8 of the compounds above
SMILES	Rpn11 inh	Tb MetRS inh	STEP block	NadD inh	DNMT1 block	CSN inh	Scp-1 inhibitor	MLLE-PAM2 inh	LMPTP block	SUMO1 PPI mod
COc1cc(C2C(C#N)=C(N)Oc3c2ccc2ccccc32)ccc1OCC(=O)Nc1ccc(C)cc1 (stereo not given)	i	-0.1	1	40*	-10	-7	-8	-5	0.8	-9
COc1ccc(-c2csc(C(C#N)=C(O)CSc3nccn3C)n2)cc1OC	i	-0.2	1	7	-2	14	5	-13	1.6	16
OCC1(CCOc2ccccc2)CCN(Cc2ccc3cccc(F)c3n2)CC1	i	-1.0	-2	-10	-7	-5	5	-11	1.1	-2
COc1ccc(C)cc1NC(=O)CSc1nc2ccccc2nc1N1CCCC1	i	-0.9	3	1	-3	2	-9	16	2.3	-1
O=C(N/N=C/c1ccccn1)NC12CC3CC(CC(C3)C1)C2	i	-0.4	-1	3	1	-1	2	5	0.0	-2
CN1C(=O)CC(N2CCN(C(=O)c3ccccc3)CC2)C1=O (stereo not given)	i	-0.6	-3	0	3	0	11	0	-2.1	-2
CCC(C)(NC(=O)c1ccccn1)C(=O)NC1CCCCC1 (stereo not given)	i	0.2	-2	-5	4	0	-10	1	-1.5	1
CC(CN1CCN(C)CC1)OC(=O)c1cccc(Cl)c1 (stereo not given)	i	-0.5	-2	-9	1	0	1	10	-3.0	2
